Assay outcomes from PubChem BioAssay.
PhoP GFP inhibition: PhoP regulon inhibitors, Salmonella typhi PhoP promoter GFP reporter, confirmatory (AID 1850). Salmonella Typhi PhoP-promoter GFP reporter, fluorescence, 4 h; higher % means a stronger effect. inhibition, % at 50 µM, or IC50 in µM where a hit was titrated. 0.33% of 310,000 active; in the data active = a potency from the dose series; inconclusive = inhibition mostly from about 25% at the one dose, without a potency; inactive = the rest, 99 in 100 with inhibition below about 19%;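 also: 0% = induced wells with vehicle and 100% = uninduced wells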
M. tuberculosis: growth inhibition of non-replicating M. tuberculosis (AID 488890); 0.39% of 320,000 active; Mycobacterium tuberculosis non-replicating, growth inhibition; higher % means a stronger effect; inhibition, % at 25 µM, or IC50 in µM where a hit was titrated; in the data active = a potency from the dose series; inconclusive = inhibition mostly from about 82% at the one dose, without a potency; inactive = the rest, 99 in 100 with inhibition below about 76%;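 also: plate controls were DMSO cells for no effect and high antibiotic wells for full effect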
inhibitors of VEEV: inhibitors of VEEV TC-83 cytopathic effect, confirmation, Vero cells (AID 588727) | Vero cells, VEEV TC-83 cytopathic effect inhibition; higher % means a stronger effect | one-dose inhibition, % at 20 µM; IC50 in µM for titrated hits | 0.13% of 350,000 active; in the data active = a potency from the dose series; inconclusive = inhibition mostly from about 14% at the one dose, without a potency; inactive = the rest, 99 in 100 with inhibition below about 12%; also: strong numbers were not always called active
influenza NS1A: H1N1 influenza NS1A inhibitors, functional cell based assay (AID 504329); NS1A functional cell-based assay, percent inhibition; higher % means a stronger effect; inhibition, % at 12.5 µM, or IC50 in µM where a hit was titrated; 0.3% of 340,000 active; in the data active = a potency from the dose series; inconclusive = inhibition above about 27% without an active follow-up result; also: strong numbers were not always called active
M. tuberculosis HTS: M. tuberculosis growth inhibition, HTS (AID 449762); M. tuberculosis H37Rv growth inhibition, 7H9 media; higher % means a stronger effect; 0.59% of 330,000 active; inhibition, % at 25 µM, or IC50 in µM where a hit was titrated; in the data active = a potency from the dose series; inconclusive = inhibition above about 70% without an active follow-up result;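 also: bacterial growth assessed after seven days of incubation; strong numbers were not always called active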
inhibitors of VEEV 10K pilot screen: recorded beside inhibitors of VEEV, whose call it bears; inhibition, %; measured here: 10K pilot screen inhibition
Active calls of the source: *; i = inactive; ? = inconclusive; . = not tested or not shown.

SMILES	PhoP GFP inhibition	M. tuberculosis	inhibitors of VEEV	influenza NS1A	M. tuberculosis HTS	others
CCCCn1c(N)c(N(CC(C)C)C(=O)COc2cc(C)ccc2Cl)c(=O)[nH]c1=O	.	.	2.8%	-2%	.
CCCOc1ccc(/C=C/C(=O)NC2CCCCC2)cc1	2%	72%	1.0%	1%	47%
Cc1ccc(-c2nnc(Nc3ccc4c(c3)OCO4)c3ccccc23)cc1S(N)(=O)=O	-7%	-14%	3.6%	-1%	-7%
CCN(CC)c1ccc(/C=N/NC(=O)Cc2ccc(OC)c(OC)c2)cc1	1%	3%	1.5%	-5%	4%
C/C=C\C=C/C(=O)Nc1cccc(C2=NOC3(C2)C[C@H](C(N)=O)N(C(=O)Cc2ccc([N+](=O)[O-])cc2)C3)c1 (some centres not stated)	-5%	1%	i	6%	-3%
CC(=O)c1cccc(NC(=O)c2c(F)c(F)c(F)c(F)c2F)c1	-1%	25%	4.7%	-5%	13%
COC(=O)CC(N)c1ccc(Br)cc1 (configuration not stated)	-12%	9%	2.5%	1%	6%
O=C(CNC(=O)/C(=C/c1ccccc1)NC(=O)c1ccc(Br)cc1)OCc1ccccc1	-5%	6%	10%	2%	?
O=C(N1CCOCC1)N1CCCN(C(=O)N2CCOCC2)CC1	-6%	-9%	0.2%	-12%	-12%
Cc1ccccc1S(=O)(=O)Cc1ccc(C(=O)NCCCN2CCCC2)o1	9%	-5%	0.4%	5%	1%
O=C(CSCc1c(F)cccc1Cl)NNC(=S)NC1CCCCC1	-2%	14%	6.2%	-1%	6%
CCC1CCCCN1C(=O)c1ccc(OC)c(OC2CCN(C(C)C)CC2)c1 (configuration not stated)	-4%	-8%	i	2%	8%
Cc1cccc(-c2cc3nc(C)c(C)c(NCCCn4ccnc4)n3n2)c1	11%	i	10%	6%	?
COc1cccc(N2CC(NS(=O)(=O)c3cccnc3)CC2=O)c1 (configuration not stated)	5%	-3%	3.9%	2%	-9%
O=C(CNS(=O)(=O)c1c(Cl)cccc1Cl)OCC(=O)N1CCN(c2ccccc2)CC1	-8%	26%	0.3%	4%	-14%
CCCCCCCNC(=O)C1(CC2CC(c3ccc(Cl)cc3)=NO2)CCN(C(=O)CCCCCBr)CC1 (configuration not stated)	-5%	42%	i	1%	?
O=C1CCN(C(=O)Cc2ccccc2[N+](=O)[O-])CC1	-20%	-10%	i	-2%	-2%
O=C(C[C@H]1C/C=C\C[C@@H](NC(=O)OCC2c3ccccc3-c3ccccc32)C(=O)O[C@@H](c2ccccc2)CNC1=O)N[C@H](CO)Cc1ccccc1	.	74%	2.1%	-5%	6%
C=C[C@@H]1c2cccc(C)c2N(S(=O)(=O)c2ccc(C)cc2)[C@H](c2ccc(OC(C)=O)cc2)C1(C#N)C#N	.	65%	3.6%	-2%	7%
Cc1onc(-c2ccccc2Cl)c1C(=O)NCc1ccccc1F	6%	12%	2.0%	-6%	12%

4 structures from above, ordered by SMILES length, highest first:
SMILES	PhoP GFP inhibition	M. tuberculosis	inhibitors of VEEV	influenza NS1A	M. tuberculosis HTS	others
C/C=C\C=C/C(=O)Nc1cccc(C2=NOC3(C2)C[C@H](C(N)=O)N(C(=O)Cc2ccc([N+](=O)[O-])cc2)C3)c1 (some centres not stated)	-5%	1%	i	6%	-3%
Cc1ccc(-c2nnc(Nc3ccc4c(c3)OCO4)c3ccccc23)cc1S(N)(=O)=O	-7%	-14%	3.6%	-1%	-7%
Cc1cccc(-c2cc3nc(C)c(C)c(NCCCn4ccnc4)n3n2)c1	11%	i	10%	6%	?
CCCOc1ccc(/C=C/C(=O)NC2CCCCC2)cc1	2%	72%	1.0%	1%	47%

New compounds follow.
SMILES	PhoP GFP inhibition	M. tuberculosis	inhibitors of VEEV	influenza NS1A	M. tuberculosis HTS	others
CS(=O)(=O)N(CCc1ccccc1)CC(=O)N1CCCCC1	14%	1%	0.1%	3%	1%
O=C(Nc1cc2c(cc1Cl)OCCCO2)c1ccco1	-5%	2%	i	-1%	-3%
Cc1cc(C)c(S(=O)(=O)Nc2ccccc2-c2ccccc2)c(C)c1	-8%	56%	2.0%	2%	13%
CCOC(=O)Nc1sc2c(c1C(N)=O)CCC(C)C2 (configuration not stated)	-9%	42%	0.8%	1%	7%
Cc1ccc(NC(=O)C2CCN(c3cnccn3)CC2)cc1C	-26%	-9%	1.1%	-8%	14%
Cc1occc1-c1nnc(SCC(=O)NC2CCCC2)n1C	-10%	3%	2.8%	8%	2%
S=C(NCc1ccccc1)Nc1nccs1	2%	?	0.1%	-15%	55%
COc1ccc(OC)c(/C=N/NC(=O)c2cccc3ccccc23)c1	11%	-1%	1.8%	7%	-1%
COc1cc(/C=C2\C(=O)ON=C2c2ccc(Cl)cc2)ccc1O	-26%	0%	?	.	0%
O=C(NCc1ccccn1)c1ccc(Cl)c(S(=O)(=O)Nc2ccccc2C(=O)NCc2ccccn2)c1	4%	28%	1.7%	-12%	-2%
CC(=O)CCc1ccc(OCC(O)CNC2CCCc3ccccc32)cc1 (configuration not stated)	-2%	33%	0.5%	3%	-1%
CCN(Cc1ccccc1)S(=O)(=O)c1ccc(OC)cc1	-3%	60%	4.8%	-8%	9%
CNC(=O)c1cc2c(s1)CCCCCC2	4%	13%	i	-5%	-6%
CCOC(=O)c1ccc(NC(=O)CCc2c(C)nc3ncnn3c2C)cc1	-6%	?	0.8%	1%	?
COC(=O)c1ccc(Nc2ccc3nonc3c2[N+](=O)[O-])cc1	-1%	23%	0.5%	-3%	2%
CCOc1ccccc1N1CCN(C(=O)NC(C)c2ccc(F)c(F)c2)CC1 (configuration not stated)	-14%	5%	2.0%	-11%	13%
CCCCCNC1=CC(=O)CC(c2ccccc2)C1 (configuration not stated)	3%	26%	1.2%	-3%	-2%
O=C(O)c1sccc1Oc1ccc(F)cc1[N+](=O)[O-]	89µM*	-17%	0.9%	-5%	2%
Cc1ccc2c(c1)C(=O)N1[C@H]3c4ccccc4OC[C@@H]3[C@H](c3ccccc3)[C@]1(C)C(=O)N2	.	?	5.9%	2%	67%
CCCN(CC(=O)Nc1ccccc1C)C(=O)C1CC(=O)N(c2ccccc2C(C)CC)C1 (configuration not stated)	.	2%	1.3%	-6%	-13%

Next part, starting with the last 7 of the part before.
SMILES	PhoP GFP inhibition	M. tuberculosis	inhibitors of VEEV	influenza NS1A	M. tuberculosis HTS	others
CCOC(=O)c1ccc(NC(=O)CCc2c(C)nc3ncnn3c2C)cc1	-6%	?	0.8%	1%	?
COC(=O)c1ccc(Nc2ccc3nonc3c2[N+](=O)[O-])cc1	-1%	23%	0.5%	-3%	2%
CCOc1ccccc1N1CCN(C(=O)NC(C)c2ccc(F)c(F)c2)CC1 (configuration not stated)	-14%	5%	2.0%	-11%	13%
CCCCCNC1=CC(=O)CC(c2ccccc2)C1 (configuration not stated)	3%	26%	1.2%	-3%	-2%
O=C(O)c1sccc1Oc1ccc(F)cc1[N+](=O)[O-]	89µM*	-17%	0.9%	-5%	2%
Cc1ccc2c(c1)C(=O)N1[C@H]3c4ccccc4OC[C@@H]3[C@H](c3ccccc3)[C@]1(C)C(=O)N2	.	?	5.9%	2%	67%
CCCN(CC(=O)Nc1ccccc1C)C(=O)C1CC(=O)N(c2ccccc2C(C)CC)C1 (configuration not stated)	.	2%	1.3%	-6%	-13%
CC1Cc2cc(/C(O)=C3/C(=O)C(=O)N(CCN4CCOCC4)C3c3cccc(Cl)c3)ccc2O1 (configuration not stated)	2%	-1%	0.5%	-5%	-9%
O=C(C(c1ccccc1)c1ccccc1)N1CCCc2ccccc21	4%	17%	i	18%	4%
CN(C)CCCNC1=CC(=O)CC(c2ccccc2)C1 (configuration not stated)	-2%	-13%	0.8%	11%	-5%
COc1cc(OC)c2c(c1)OC(=O)CC2c1cc(OC)c(OC)c(OC)c1 (configuration not stated)	.	.	6.2%	17%	.
C=CCn1c(=O)c2c(nc(Br)n2Cc2ccccc2Cl)n(C)c1=O	1%	-7%	i	7%	-8%
CN(C(=O)CSc1nnc(-c2ccccc2)c(-c2ccccc2)n1)C1CCS(=O)(=O)C1 (configuration not stated)	4%	1%	i	-4%	0%	inhibitors of VEEV 10K pilot screen=0.0
O=C1NC(=S)NC(=O)C12C(c1ccc(F)cc1)NC(=S)NC2c1ccc(F)cc1 (configuration not stated)	0%	7%	7.1%	2%	6%
CCOC(=O)C(CCCOc1ccc(C(C)CC)cc1)C(=O)OCC (configuration not stated)	4%	.	i	-30%	1%
O=[N+]([O-])c1ccc(OCCn2cncn2)cc1	-1%	-5%	i	7%	-2%
Cc1ccc(C2=NOC(C)(c3nnc(-c4ccccc4)o3)C2)cc1 (configuration not stated)	-13%	59%	4.4%	-5%	7%
CC(C)(C)c1ccc(S(=O)(=O)N2CC(C(=O)O)Oc3ccc(Cl)cc32)cc1 (configuration not stated)	-2%	-1%	0.6%	-4%	0%
CC1(C)Oc2ccc3ccc(=O)oc3c2/C(=C/NNC(N)=O)C1=O	-4%	-4%	0.2%	-8%	-8%
CC(C)OCCCNC(=O)c1ccc(CS(=O)(=O)c2cccc(C(F)(F)F)c2)o1	-2%	13%	i	4%	0%
Cc1ccc(S(=O)(=O)CCC(=O)OC(C)C(=O)NC2CCCCC2C)cc1 (configuration not stated)	-3%	13%	0.9%	-13%	6%
Cc1cccc(NC(=O)Nc2cccc(Oc3c(F)c(F)c(F)c(F)c3F)c2)c1	-1%	-3%	3.5%	30%	-6%
CCOc1ccccc1OCCOCCOc1c(Cl)cccc1Cl	-4%	58%	2.8%	2%	5%
O=C(CSc1nnnn1-c1cccc2c1CCCC2)N1CCCCC1	-8%	.	0.5%	8%	-7%
CC(C)Cc1nnc(NC(=O)CCC(=O)NC2CC2)s1	-7%	2%	1.1%	0%	0%
COc1ccc(NC(=S)N(CCc2c(C)[nH]c3ccc(C)cc23)Cc2cccnc2)cc1	-6%	.	7.8%	17%	-3%
CC(C)[C@H](NC(=O)N1CC(=O)Nc2ccccc21)C(=O)N[C@H](C(=O)O)c1ccccc1	1%	8%	0.5%	7%	-7%
Cc1nc(C)c(-c2ccc(SCc3ccc([N+](=O)[O-])cc3)nn2)s1	-12%	61%	1.1%	11%	7%
COc1ccc(C(=O)OCC2CC(c3ccccc3)=NO2)cc1OC (configuration not stated)	-2%	13%	0.2%	-4%	2%	inhibitors of VEEV 10K pilot screen=1.1
Cc1cccc(C)c1NC(=O)C1C2C=CC(C2)C1C(=O)O (configuration not stated)	-5%	5%	2.2%	-10%	3%
O=C(Nc1ccc(F)c(Cl)c1)C1CCCN(C2=NS(=O)(=O)c3ccccc32)C1 (configuration not stated)	.	10%	1.0%	1%	0%
COc1ccc(S(=O)(=O)CCc2nnc(NC(=O)c3ccc(F)cc3)s2)cc1	12%	-10%	0.7%	-9%	0%
Cc1ccc(C(=O)OC(C)C(=O)Nc2ccc(Cl)cn2)s1 (configuration not stated)	.	73%	1.8%	-1%	0%
